# VLA-4 agonist = allosterically activates the human VLA-4 integrin; Jurkat cells, LDV-FITC binding, flow cytometry; activation, % at 10 µM (by protocol); 24,000 tested, under 10 active;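 active means fluorescent ligand binding to cells raised by more than 40% of the manganese-induced maximum; inconclusive means compound's own fluorescence above 85% of the ligand control signal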;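 further: 0% = ligand binding without compound and 100% = manganese-stimulated maximal binding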
# Target sequence (P13612 whole entry, looked up): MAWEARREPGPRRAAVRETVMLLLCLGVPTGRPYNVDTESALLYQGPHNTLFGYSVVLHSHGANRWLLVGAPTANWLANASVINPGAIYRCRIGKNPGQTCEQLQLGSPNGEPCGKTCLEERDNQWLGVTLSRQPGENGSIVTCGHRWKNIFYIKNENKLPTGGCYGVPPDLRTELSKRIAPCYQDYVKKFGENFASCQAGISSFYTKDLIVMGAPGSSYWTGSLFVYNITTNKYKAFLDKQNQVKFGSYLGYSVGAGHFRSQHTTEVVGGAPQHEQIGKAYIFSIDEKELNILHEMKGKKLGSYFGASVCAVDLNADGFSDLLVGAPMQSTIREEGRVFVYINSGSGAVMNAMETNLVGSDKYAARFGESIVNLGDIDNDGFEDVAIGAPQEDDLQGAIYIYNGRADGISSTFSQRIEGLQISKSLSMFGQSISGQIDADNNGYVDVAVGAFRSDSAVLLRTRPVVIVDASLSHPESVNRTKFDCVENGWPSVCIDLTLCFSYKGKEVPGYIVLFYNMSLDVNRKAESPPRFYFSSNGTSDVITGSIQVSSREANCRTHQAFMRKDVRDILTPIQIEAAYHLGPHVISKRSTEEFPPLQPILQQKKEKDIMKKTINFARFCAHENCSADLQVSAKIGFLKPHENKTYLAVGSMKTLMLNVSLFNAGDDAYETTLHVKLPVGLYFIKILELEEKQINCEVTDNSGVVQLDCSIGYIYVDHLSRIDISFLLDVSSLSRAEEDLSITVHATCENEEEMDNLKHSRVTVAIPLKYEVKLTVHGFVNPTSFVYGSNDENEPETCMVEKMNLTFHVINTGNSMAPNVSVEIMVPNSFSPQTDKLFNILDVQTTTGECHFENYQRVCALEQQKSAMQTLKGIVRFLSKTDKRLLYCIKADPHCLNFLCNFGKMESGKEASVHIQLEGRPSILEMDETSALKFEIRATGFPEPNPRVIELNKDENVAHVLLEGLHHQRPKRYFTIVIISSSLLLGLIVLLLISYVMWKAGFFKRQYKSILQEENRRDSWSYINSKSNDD
# Prostate diff = promotes differentiation of LNCaP prostate cells. flow cytometry side scatter, 4 d. side scatter shift, % at 10 µM. actives 0.56% (n = 24,000). AID 795;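 active means side scatter shift above 30%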;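 further: androgen-responsive LNCaP prostate cancer cells in charcoal-stripped serum medium; percent of cells past a gate set so DMSO wells show 10% shift; higher shift means more granular cells and more differentiation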
# Jurkat autofluor = compound fluoresces in Jurkat cells, VLA-4 screen interference; fluorescence ratio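 (tested at 10 µM compound in the well)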; AID 576; compound autofluorescence, flow cytometry; hits give high values; 1 = vehicle-only cell background; actives 0.61% (n = 24,000);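 active means fluorescence ratio above 2.44, which is 1 plus 3 SD of all ratios; inconclusive means signal too bright to measure linearly, ratio around 10 or more; inactive means fluorescence ratio below 2.44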;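 further: green fluorescence of cells measured with 488 nm excitation and 530 nm emission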
# VLA-4 antagonist = inhibitors of LDV-FITC ligand binding to Mn2+-activated human VLA-4 integrin; AID 529; Jurkat cells, LDV-FITC binding with Mn2+, flow cytometry; 100% = Mn2+-driven binding gain fully reversed; inhibition, % at 10 µM (by protocol); actives 0.2% (n = 24,000);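 active means inhibition above 50%; inconclusive means compound itself fluorescent, judged against control cell fluorescence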;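 further: 0% = Mn2+ stimulated cells lacking compound and 100% = ligand binding without Mn2+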
# An asterisk follows results filed as active; ? = inconclusive.
SMILES,VLA-4 agonist,Prostate diff,Jurkat autofluor,VLA-4 antagonist
CC(C)(C)NC(=O)C1CCCN(S(=O)(=O)c2cccc3cccnc23)C1 (centres undefined),1,3,1,-17
COC(=O)[C@@H](N)Cc1ccc(O)cc1,2,2,1,-17
O=C1CC2CS(=O)(=O)CC2N1c1ccc(Cl)cc1Cl (centres undefined),-1,10,0.96,11
CCOC(=O)N1CCC(NC(=O)C2CCCN(Cc3nc(-c4cccc(Cl)c4)oc3C)C2)CC1 (centres undefined),?,4,0.92,?
O=C(CCCN1C(=O)C2C3C=CC(C3)C2C1=O)N1CCN(c2ccccc2)CC1 (centres undefined),0,12,0.97,21
CC(C)C(NC(=O)C1CCCCC1)C(=O)Nc1ccncc1 (centres undefined),3,13,1,-32
O=C(Nc1ccccc1)c1cnc[nH]1,5,2,0.96,0
Cn1c2ccccc2c2cnn(CC(=O)O)c(=O)c21,2,18,1,-40
CCc1ccccc1NC(=O)c1cc(C2CC2)on1,2,19,1.1,-6
CCC(=O)N1CCCc2cc(S(=O)(=O)N3CCCc4ccccc43)ccc21,-3,6,1,4
CCOc1ccc(N(CC(=O)NC2CCCCC2)S(=O)(=O)c2c(C)noc2C)cc1,-4,7,1,-5
CCCNC(=O)NS(=O)(=O)c1ccc(Cl)cc1,2,2,1.1,-8

# The list goes on (two carried over from the part before).
SMILES,VLA-4 agonist,Prostate diff,Jurkat autofluor,VLA-4 antagonist
CCOc1ccc(N(CC(=O)NC2CCCCC2)S(=O)(=O)c2c(C)noc2C)cc1,-4,7,1,-5
CCCNC(=O)NS(=O)(=O)c1ccc(Cl)cc1,2,2,1.1,-8
COc1ccc(OC)c(Nc2cc(C)nc3nc(C)nn23)c1,3,14,1.1,6
CCOC(=O)N1CCC(NC(=O)CSc2cc(=O)n(C)c3ccc(Cl)cc23)CC1,3,10,1,-1
C=CCOC(=O)C1C(=O)CC(C)(O)C(C(=O)OCC=C)C1c1ccc(OC)cc1 (centres undefined),-1,13,1,-13
COc1ccccc1C1C(C(N)=O)=C(C)Nc2nc(-c3ccc(Cl)cc3)nn21 (centres undefined),-4,11,1,9
Cc1onc(-c2ccccc2Cl)c1C(=O)NCc1cccnc1,-4,10,0.98,-11
CCOC(=O)C1CCN(C(c2cccnc2)c2c(NC(=O)c3ccco3)sc(C)c2C)CC1 (centres undefined),-5,4,1.1,18
Cc1cc(N(CN2CCCC2=O)C(=O)c2ccc(F)cc2)no1,?,8,1.5,?
O=C(C1CC1)N1CCc2cc(Br)cc(S(=O)(=O)NC3CCCCC3)c21,?,3,1.1,?
CCCCn1c(CCC(=O)O)ccc1-c1cccs1,4,7,1.1,-6
Cc1oc(-c2cccc(Cl)c2)nc1CN1CCCC(C(=O)NC(C)c2ccc3c(c2)OCCO3)C1 (centres undefined),?,14,0.91,2
O=C(C1CCN(c2nnc(-n3cccc3)s2)CC1)N1CCN(Cc2ccc3c(c2)OCO3)CC1,-5,5,1.1,2
COc1ccc(NC(=O)CCCn2c(=O)[nH]c3ccccc3c2=O)cc1,-8,3,1.1,-2
O=C(CN1CCN(C(=O)c2ccco2)CC1)Nc1c2c(nc3c1CCC3)CCCC2,-2,11,1.1,-2
CCOCCCNCc1ccc(OC)c(OC)c1,-1,13,1.1,13
CCCCN1C(=O)C2C(C(=O)Nc3cccc(OC)c3)C3C=CC2(O3)C1C(=O)NC1CCCCC1C (centres undefined),2,9,0.99,-11
O=C(CCNS(=O)(=O)c1ccc(Br)s1)N1CCN(c2ccccc2)CC1,-6,20,1,5
COc1ccc(-n2nnnc2SCC(=O)c2ccc(O)c(O)c2)cc1,-5,27,0.97,-9
O=C(NCC1CCCO1)c1ccc2nc(N3CCCCC3)sc2c1 (centres undefined),2,3,1,-13
Cc1cc(C)c2c(=O)[nH]c(=O)n(Cc3ccccc3)c2n1,?,7,1.2,?
COc1ccc(C(=O)N2CCN(c3c(C)cccc3C)CC2)cc1OC,1,0,1,-26
CCOC(=O)N1CCN(C(=O)c2cn(C)c(=O)c3c2c2ccccc2n3C)CC1,0,8,1.1,5
CCc1nnc2c3cnn(-c4ccccc4)c3ncn12,0,3,1.1,-14
CC1(C)CC(=O)CC(=Nc2ccc(C(=O)O)cc2)C1,7,5,0.98,-14
Cc1ccccc1Cn1cc(S(=O)(=O)CC(=O)N2CCCCC2)c2ccccc21,-6,8,1.1,-5
O=C(CSc1nnc(-c2ccco2)n1CC1CCCO1)N1CCCCC1 (centres undefined),2,15,0.99,10
Cc1c(NC(=O)c2noc3c2CCc2ccccc2-3)c(=O)n(-c2ccccc2)n1C,4,9,0.99,-4
COc1cccc(-c2cc(C(F)(F)F)nc(N3CCN(c4ccccc4)CC3)n2)c1,4,6,0.9,13
CCCCOC(=O)c1cccc(NC(=O)CC)c1,1,8,1,-10
Cc1ccc2oc(=O)c3cnn(CC(=O)N4CCCCCC4)c3c2c1,9,2,1,-6
CCOC(=O)N1CCN(C(=O)c2cn(CC)c3ccc(S(=O)(=O)N4CCCC4)cc3c2=O)CC1,-2,11,1.1,-7
CC(=O)c1ccc(N2CCN(C(=O)c3cc4c(-c5ccccc5F)nn(C)c4s3)CC2)cc1,?,8,1.1,?
O=C(O)CCCn1nc(-c2ccccc2)c2ccccc21,-13,6,1.1,-6
CCC(NS(=O)(=O)c1ccc(C)cc1)C(=O)N1CCC2(O)CCCCC2C1 (centres undefined),5,3,1.1,-26
COc1cccc(-n2c(SCC(=O)Nc3cc(C)on3)nc3c([nH]c4ccccc43)c2=O)c1,-7,3,1,10
CC1CCN(c2c(NCc3ccc(C(=O)NCC4COc5ccccc5O4)cc3)c(=O)c2=O)CC1 (centres undefined),0,11,1.1,-8
O=C(CCn1nc(-c2ccccc2)ccc1=O)N1CCCC1,-2,9,1.1,-4
CC(C)(C)C(=O)CCN1C(=O)C2(OCCO2)c2ccccc21,-1,8,0.96,-30
NC(=O)C1(N2CCCCC2)CCN(C2CC(=O)N(Cc3cccs3)C2=O)CC1 (centres undefined),4,17,0.99,-6
O=C(CCCNS(=O)(=O)c1cccc2nsnc12)NCc1ccc(Cl)cc1,2,2,1.1,-10
O=C1NC2=C(C(=O)c3ccccc32)C(c2ccccc2)N1 (centres undefined),1,0,1.1,12
CC(NC(=O)c1ccco1)c1ccc2c(c1)OCCO2 (centres undefined),2,10,1,-17
CCc1cc(C(=O)OC)c(NC(=O)CCC(=O)O)s1,-1,4,1.1,-6
COCCN1Cc2cccc(C(=O)Nc3cc(C)cc(C)c3)c2C1=O,12,6,1.1,-14
N#CCc1c(C#N)c(N)nc(N2CCN(S(=O)(=O)c3ccccc3)CC2)c1C#N,0,6,1.1,-13
C[C@H](NC(=O)NCc1cccs1)C(=O)O,-4,10,1.1,-14
COC(=O)c1c(N2C(=O)CCC2=O)sc2c1CCCC2,-1,10,1.2,5
O=C(CCn1c(=O)c2ccccc2n(Cc2cc(=O)n3ccccc3n2)c1=O)NCc1ccco1,7,9,0.94,-15
CC(=O)Nc1ccc(S(=O)(=O)N2CCN(c3cc(C)ccc3C)CC2)cc1,5,4,1.1,-11
Cc1nn(-c2ccccc2)c(C)c1NC(=O)Cc1cccs1,?,11,1.8,?
CCOc1ccccc1Nc1ccc(C(=O)O)cc1NC(C)=O,9,17,1.1,-25
CC(C)(C)NC(=O)Cn1nnnc1-c1nonc1N,6,4,1.1,-23
Cc1ccc(-c2nc(CS(=O)CC(=O)NCc3ccccc3)c(C)o2)cc1 (centres undefined),?,5,1.3,?
CCCn1cc(SCC(N)=O)c2ccccc21,-3,20,1,-4
O=C(CCNC(=O)c1ccc(Br)o1)NC1CCCC1,0,4,1,-7
O=C(c1cc(S(=O)(=O)N2CCOCC2)ccc1F)N1CCCc2ccccc21,-2,7,1.1,-10
Cc1ccccc1-c1nc(CN2CCC(C(=O)N3CCC(C(N)=O)CC3)CC2)c(C)o1,0,6,1.1,0
CCOC(=O)c1cc(C)[nH]c(=S)c1C#N,6,12,1.1,7
Clc1ccc(C2CC(c3ccccc3)Nc3ncnn32)cc1 (centres undefined),1,6,1.1,8
CCN(CC)CCCNC(=O)c1cc2c(-c3ccc(Cl)cc3)nn(C)c2s1,?,52*,1.3,?
CCOC(=O)CSc1nnc(-c2ccc(S(=O)(=O)N3CCOCC3)cc2)n1-c1ccccc1,-5,9,1.1,-4

# 5 entries from above, bar-delimited.
SMILES | VLA-4 agonist | Prostate diff | Jurkat autofluor | VLA-4 antagonist
Cc1ccccc1-c1nc(CN2CCC(C(=O)N3CCC(C(N)=O)CC3)CC2)c(C)o1 | 0 | 6 | 1.1 | 0
Cc1nn(-c2ccccc2)c(C)c1NC(=O)Cc1cccs1 | ? | 11 | 1.8 | ?
CCOC(=O)CSc1nnc(-c2ccc(S(=O)(=O)N3CCOCC3)cc2)n1-c1ccccc1 | -5 | 9 | 1.1 | -4
O=C(CCNC(=O)c1ccc(Br)o1)NC1CCCC1 | 0 | 4 | 1 | -7
CCOc1ccccc1Nc1ccc(C(=O)O)cc1NC(C)=O | 9 | 17 | 1.1 | -25

# (continued)
SMILES,VLA-4 agonist,Prostate diff,Jurkat autofluor,VLA-4 antagonist
CN(CP(=O)(O)CN(C)S(C)(=O)=O)S(C)(=O)=O,3,10,1,-12
O=C(NCCCn1ccnc1)c1cc(-c2cccs2)on1,0,9,1.1,-2
CN(C)CCN1C(=O)c2oc3ccc(Cl)cc3c(=O)c2C1c1cccc(Br)c1 (centres undefined),-3,8,1.1,-18
COc1cccc(OCC(O)CN2CCC(C)CC2)c1 (centres undefined),-14,12,1.1,-20
CCc1oc2ccccc2c1C(=O)c1cc(Br)c(O)c(Br)c1,12,3,1.1,-22
COc1ccc(S(=O)(=O)N2CCN(CC(=O)Nc3cc(OC)cc(OC)c3)CC2)cc1,1,4,1.1,-2
COc1ccc(OC)c(NC(=O)CSc2nnc(Cc3cccn3C)n2-c2ccc(F)cc2)c1,-13,9,1.1,-2
CCOCCCNC(=O)Cn1ncc2c(=O)oc3ccccc3c21,0,3,1,4
O=C(c1ncc[nH]1)c1ccccc1C(=O)N1CCOCC1,3,9,1,-16
CCOC(=O)c1sc(NS(=O)(=O)c2ccc(NC(C)=O)cc2)nc1C,4,15,1,-28
Cc1ccccc1S(=O)(=O)Cc1ccc(C(=O)N2CCN(c3ccc(F)cc3)CC2)o1,5,6,1.1,-9
CSc1nsc(SC)c1C(=O)OCC(F)(F)F,-1,6,1,-3
C=CCSc1nc2sc(C)c(C)c2c(=O)[nH]1,-7,2,1.1,2
COCCn1nnnc1SCC(=O)N1CCCCC1,-2,5,1,-8
COc1cccc(C2=NOC(C(=O)Nc3cccc(C(C)=O)c3)C2)c1OC (centres undefined),-5,8,1,12
O=C(NCCCN1CCCCCC1)C1CC(=O)N(CCc2ccccc2)C1 (centres undefined),-2,8,1,12
CCc1nn2c(=O)cc(CSc3nc4sc5c(c4c(=O)n3C)CCCC5)nc2s1,-6,6,1.1,3
COc1ccc(C(=O)Cn2c(=O)c(CCC(=O)O)nn3c4ccccc4nc23)cc1OC,0,17,0.99,-20
Cc1nnc(SCC(=O)Nc2ccc(Br)cn2)[nH]c1=O,-1,5,1,-3
COc1ccc(S(=O)(=O)Nc2cc(C(=O)NC3CCCCCC3)ccc2N2CCOCC2)cc1,-2,7,0.99,-4
Cc1ccc(C)c(N2CCN(S(=O)(=O)c3ccc4c(c3)oc(=O)n4C)CC2)c1,0,7,1.1,-6
N#CCSc1nc2c(sc(=S)n2Cc2ccco2)c(=O)n1-c1ccc(F)cc1,6,7,1.1,-12
CCOC(=O)c1nnn(CC(=O)Nc2cccc(F)c2)c1C(=O)OCC,-5,7,1,14
O=C(Nc1cnn(Cc2ccc(Cl)cc2Cl)c1)c1noc2c1CCCC2,-5,5,1,21
Cc1ccc(-c2c3c(=O)n(C)c(=O)n(C)c3c3c(C)cc(C)nn23)cc1,5,6,1,-21
CCn1c(=O)c(=O)[nH]c2cc(C(=O)N3CCN(c4ccccc4F)CC3)ccc21,0,8,1.1,-10
O=C(CSc1nnc(CNC(=O)c2ccccc2F)o1)NCC1CCCO1 (centres undefined),1,2,0.95,-10
O=C(Oc1ccc(OC(=O)c2ccncc2)cc1)c1ccncc1,-1,4,1,7
Cc1nc(N2CCN(C)CC2)c2c(C)c(C(=O)Nc3ccc(F)cc3)sc2n1,5,6,1.1,32
CC1=C(C(=O)OC(C)C)C(c2cccnc2)n2ncnc2N1 (centres undefined),4,8,1,-39
CC(NC(=O)C1CC1)C(c1cccs1)N1CCN(c2ccccc2)CC1 (centres undefined),-3,6,1.1,6
Cn1c(C(=O)N2CCN(c3ncccn3)CC2)cc2c(=O)n(C)c3ccccc3c21,-2,6,1.2,4
CS(=O)(=O)c1ncc(Cl)c(C(=O)Nc2ccc(N3CCOCC3)cc2)n1,10,3,1.1,-10
COCCCNC(=O)c1ccc(Cn2c(=O)[nH]c3ccccc3c2=O)cc1,4,8,0.95,-15
CCOc1nc(NCCC2=CCCCC2)nc(N2CCOCC2)n1,2,16,1,-6

# Assay outcomes deposited in PubChem BioAssay by NMMLSC.

# This is a subset; count on the stated rates, not on these rows.
